M. tuberculosis GlmU = inhibition of mycobacterial GlmU enzyme – biochemical, glucosamine-1-phosphate acetyltransferase (AID 1376); actives 0.25% (n = 220,000); M. tuberculosis GlmU acetyltransferase enzyme assay; higher % means a stronger effect; one-dose inhibition, %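 (tested at 30 µM in the primary screen)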; IC50 in µM for titrated hits; in the data active means inhibition above about 13%;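 further: 0% = complete reaction with vehicle and 100% = reaction without substrate; strong numbers were not always called active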
RmlCD inh 1536 = blocks M. tuberculosis RmlC and RmlD coupled enzymes | actives 0.03% (n = 160,000) | inhibition, % at 3.6 µM | RmlC+RmlD coupled enzyme assay, percent inhibition; primary screen in compound mixtures | AID 1533; in the data active means inhibition mostly above about 34%, no sharp cut-off; further: some results filed as inactive read as strong as hits
Target sequence (P9WH09 whole entry, looked up): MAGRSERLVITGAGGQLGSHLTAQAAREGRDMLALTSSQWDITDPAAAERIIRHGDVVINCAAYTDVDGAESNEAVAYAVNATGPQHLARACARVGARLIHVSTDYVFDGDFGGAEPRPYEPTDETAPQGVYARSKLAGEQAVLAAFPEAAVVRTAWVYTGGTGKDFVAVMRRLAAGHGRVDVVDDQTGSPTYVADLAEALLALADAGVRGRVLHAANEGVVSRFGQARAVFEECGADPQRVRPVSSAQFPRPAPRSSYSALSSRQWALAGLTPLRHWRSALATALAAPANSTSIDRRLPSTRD
Target sequence (P9WH11 whole entry, looked up): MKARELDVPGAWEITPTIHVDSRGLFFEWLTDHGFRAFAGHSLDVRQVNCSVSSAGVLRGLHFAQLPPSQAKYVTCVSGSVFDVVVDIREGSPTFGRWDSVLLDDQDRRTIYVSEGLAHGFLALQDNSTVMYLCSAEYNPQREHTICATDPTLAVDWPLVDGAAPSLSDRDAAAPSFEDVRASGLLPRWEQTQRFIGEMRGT
Starred values were filed as active, the others as inactive; & = joins results of further samples. An excerpt (hit frequency here may not be typical).

For Cc1ccccc1-c1nnc(SCC(=O)Nc2cccc(C)c2C)o1 the results were M. tuberculosis GlmU 4.2% and RmlCD inh 1536 11.7.
Screening Cc1cc(C(=O)NCCN2CCOCC2)ccc1[N+](=O)[O-] returned M. tuberculosis GlmU -4.3% and RmlCD inh 1536 8.2.
`COc1cc(C(=S)N2CCCC2)ccc1OS(=O)(=O)c1ccc(NC(C)=O)cc1` gave M. tuberculosis GlmU -0.6% and RmlCD inh 1536 3.7.
COc1ccc(NC(=O)c2cc(C(C)C)on2)c(OC)c1 was read as M. tuberculosis GlmU 2.5% and RmlCD inh 1536 -3.7.
Screening Cc1ccc(C(=O)N/C(=C\c2ccc(Cl)cc2)C(=O)NCC2CCCO2)cc1 (stereo not given) returned M. tuberculosis GlmU -3.3% and RmlCD inh 1536 -1.0.
For Clc1cccc(Nc2nc(-c3ccncc3)cs2)c1 the results were M. tuberculosis GlmU -1.3% and RmlCD inh 1536 -10.4.
`NC(=O)C1CC(O)CN1c1nc(CN2CCOCC2)nc2scc(-c3ccccc3)c12` (stereo not given) gave M. tuberculosis GlmU 0.8% and RmlCD inh 1536 -5.5.
O=C1C2CC=CCC2C(=O)N1Nc1ccccc1 (stereo not given) was read as M. tuberculosis GlmU -0.6% and RmlCD inh 1536 10.0.
Screening Cc1cc(NC(=O)COc2ccc(N(C)S(=O)(=O)c3ccccc3)cc2)no1 returned M. tuberculosis GlmU -1.7%.
CC(=O)c1cccc(S(=O)(=O)NCCC(=O)O)c1 was read as M. tuberculosis GlmU 0.6% and RmlCD inh 1536 -1.3.
`O=c1cc(O)nc(SC23CC4CC(CC(C4)C2)C3)[nH]1` gave M. tuberculosis GlmU -4.4% and RmlCD inh 1536 3.9.
Screening COc1ccc(NC(=O)c2ccccc2CC[N+](=O)[O-])cc1 returned M. tuberculosis GlmU -0.8% and RmlCD inh 1536 3.0.
`CC1CC(C)CN(C(=O)c2ccc3c(c2NCCO)C(=O)c2ccccc2C3=O)C1` (stereo not given) gave M. tuberculosis GlmU -3.2%.
Cc1cccc(C)c1NC(=S)N/N=C/c1c(Cl)cccc1Cl was read as M. tuberculosis GlmU -3.6% and RmlCD inh 1536 13.8.
`O=[N+]([O-])c1ncn(C23CC4CC(CC(C4)C2)C3)n1` gave M. tuberculosis GlmU -2.4% and RmlCD inh 1536 -4.2.
Screening C=CCOC(=O)C1=C(C)NC(=O)NC1/C=C/c1ccccc1OC (stereo not given) returned M. tuberculosis GlmU 4.8% and RmlCD inh 1536 -0.3.
For COC(=O)NNC(=S)Nc1cc(OC)ccc1OC the results were M. tuberculosis GlmU 1.8% and RmlCD inh 1536 5.0.
For Cc1cc(C(=O)N2CCC(C(=O)O)CC2)c(C)o1 the results were M. tuberculosis GlmU 2.6% and RmlCD inh 1536 2.6.
Cn1c(=O)n(C)c2cc(/C=C(/C#N)C(=O)NCc3ccco3)ccc21 was read as M. tuberculosis GlmU 1.8% and RmlCD inh 1536 14.2.
COCCCNC(=S)N1CCN(C(=O)C(=O)Nc2ccc(C(=O)OC)cc2)CC1 was read as M. tuberculosis GlmU 9.2% and RmlCD inh 1536 8.7.
Screening Cc1cccc(NC(=O)Cc2noc3ccccc23)c1C returned M. tuberculosis GlmU 6.6% and RmlCD inh 1536 7.9.
`CCOC(=O)c1cn(-c2ccccc2)nc1-c1ccncc1` gave M. tuberculosis GlmU 0.9% and RmlCD inh 1536 -6.9.
For COc1cc(C(=O)OCC(=O)NCc2ccc(F)cc2)cc(NC(=O)c2cccs2)c1OC the results were M. tuberculosis GlmU 0.2% and RmlCD inh 1536 -17.7.
`Cc1ccc(Cl)cc1NC(=O)COC(=O)C1CCCC1` gave M. tuberculosis GlmU 1.7% and RmlCD inh 1536 6.9.
`CN1CCN(c2ccc([N+](=O)[O-])c(SCCO)c2)CC1` gave M. tuberculosis GlmU 2.1% and RmlCD inh 1536 -1.9.
CN(Cc1ccccc1F)c1ccc(S(=O)(=O)N2CCCC2)cn1 was read as M. tuberculosis GlmU -4.6% and RmlCD inh 1536 -6.6.
Screening COc1ccc(C(C(=O)NC2CCCC2)N(C(=O)c2ccco2)c2ccc3c(c2)OCO3)cc1OC (stereo not given) returned M. tuberculosis GlmU -3.0%.
`O=C(CSc1nnc(-c2ccco2)n1CC1CCCO1)c1ccc(F)cc1` (stereo not given) gave M. tuberculosis GlmU 2.8% and RmlCD inh 1536 27.5.
COc1ccc(NC(=O)CSc2nnc(-c3cccnc3)n2Cc2ccco2)c(OC)c1 was read as M. tuberculosis GlmU 1.0% and RmlCD inh 1536 14.3.
`CCN(CC)S(=O)(=O)c1cccc(C(=O)NCCCn2ccnc2)c1` gave M. tuberculosis GlmU -1.7% and RmlCD inh 1536 2.6.

Gathered by group: the entries above with a thiophene ring, fused or not
`NC(=O)C1CC(O)CN1c1nc(CN2CCOCC2)nc2scc(-c3ccccc3)c12` (stereo not given) gave M. tuberculosis GlmU 0.8% and RmlCD inh 1536 -5.5.
For COc1cc(C(=O)OCC(=O)NCc2ccc(F)cc2)cc(NC(=O)c2cccs2)c1OC the results were M. tuberculosis GlmU 0.2% and RmlCD inh 1536 -17.7.

Other entries.
Screening COC(=O)C1=C(C(=O)OC)[C@@H]2N(Cc3ccccc3)c3ccccc3[C@@]23C[C@@H](C(=O)OC)N(C(=O)NC(C)(C)C)C3=N1 returned M. tuberculosis GlmU 1.7%.
For O=Cc1cn(-c2ccccc2)nc1-c1cc2cc(O)ccc2oc1=O the results were M. tuberculosis GlmU -3.6% and RmlCD inh 1536 23.6.
O=C(c1cccc2cccc(O)c12)N1CCCCC1 was read as M. tuberculosis GlmU 4.2% and RmlCD inh 1536 12.8.
`COc1ccc(C(=O)NCC(=O)O)cc1` gave M. tuberculosis GlmU 0.4% and RmlCD inh 1536 -1.8.
Screening COc1ccc(C2N=C(c3ccccc3)C(C)(C)N2O)cc1OC (stereo not given) returned M. tuberculosis GlmU 2.3% and RmlCD inh 1536 -8.1.
Screening CC1(C)CC(=O)C=C(NCCN2CCNCC2)C1 returned M. tuberculosis GlmU 0.7% and RmlCD inh 1536 2.7.
Screening CCC1Oc2ccc(C)cc2N(CC(=O)N(Cc2cccnc2)Cc2ccc(C)o2)C1=O (stereo not given) returned M. tuberculosis GlmU -2.4%.
For COc1ccc(C(C(N)=O)c2ncc(C(F)(F)F)cc2Cl)cc1 (stereo not given) the results were M. tuberculosis GlmU -3.2% and RmlCD inh 1536 18.6.
For COc1ccc(NC2=NC(=S)N(c3ccccc3C)C23CCCCC3)cc1 the results were M. tuberculosis GlmU 3.7%.
O=C(COC(=O)c1cc(S(=O)(=O)Nc2ccccc2Cl)ccc1O)Nc1nc2ccccc2s1 was read as M. tuberculosis GlmU -8.1% and RmlCD inh 1536 6.1.
For O=C(N/N=C/c1cccs1)c1n[nH]c2c1CCC2 the results were M. tuberculosis GlmU -0.7% and RmlCD inh 1536 17.6.
`CCS(=O)(=O)c1nc(S(=O)(=O)c2ccc(Cl)cc2)c(NCc2ccccn2)s1` gave M. tuberculosis GlmU -3.5% and RmlCD inh 1536 -3.5.
`CCc1ccc(C2(O)CC(C(F)(F)F)=NN2C(=O)Cc2ccc([N+](=O)[O-])cc2)cc1` (stereo not given) gave M. tuberculosis GlmU 0.2%.
Screening CC(=O)c1cccc(CN2CCN(Cc3ccccc3)C(CCO)C2)c1 (stereo not given) returned M. tuberculosis GlmU -1.4% and RmlCD inh 1536 -7.0.
For CC(C)C(=O)Nc1ccc(-c2csc(-c3ccccc3)n2)cc1 the results were M. tuberculosis GlmU -1.5% and RmlCD inh 1536 -6.8.
For CNC(=O)Nc1nnc(C(C)(C)C)s1 the results were M. tuberculosis GlmU 1.6% and RmlCD inh 1536 8.6.
Screening O=C(Cc1ccccc1)NCCn1ccc2ccccc21 returned M. tuberculosis GlmU 1.0%.
Screening CCn1c(COc2cccc(C)c2)nc2ccccc21 returned M. tuberculosis GlmU -1.1%.
`COc1ccccc1Nc1ccc(Nc2ccccc2OC)nn1` gave M. tuberculosis GlmU -1.2% and RmlCD inh 1536 -6.2.
`COC(=O)c1ccc(COn2nnc3ccccc32)cc1` gave M. tuberculosis GlmU -8.8% and RmlCD inh 1536 5.7.
For CC(C)NC(=O)C(=O)NCCN1CCN(C(=O)c2ccc(C(C)(C)C)cc2)CC1 the results were M. tuberculosis GlmU -0.7% and RmlCD inh 1536 -10.1.
Screening CC[N+](CC)(CC)CC(=O)Nc1c(C)cccc1C returned M. tuberculosis GlmU 0.0%.
Screening O=C(COc1ccc(F)cc1Br)N1CCN(S(=O)(=O)/C=C/c2ccccc2)CC1 returned M. tuberculosis GlmU -5.0% and RmlCD inh 1536 5.1.
For NC(=O)c1cc2ccccc2o/c1=N/NC(=O)c1cccs1 the results were M. tuberculosis GlmU -1.8% and RmlCD inh 1536 -5.4.
Screening CCC(CO)Nc1nc2ccc(Cl)cc2c2ccccc12 (stereo not given) returned M. tuberculosis GlmU 0.7% and RmlCD inh 1536 9.4.
Screening COc1cc(O)c(C(=O)/C=C/c2ccccc2)c(OC)c1 returned M. tuberculosis GlmU 3.3% and RmlCD inh 1536 -5.8.
`Fc1ccc(NC(=S)NCCN2CCOCC2)cc1` gave M. tuberculosis GlmU -2.7% and RmlCD inh 1536 -16.8.
For O=C(/C=C/c1c(Cl)cccc1Cl)NCc1ccccc1 the results were M. tuberculosis GlmU -0.2% and RmlCD inh 1536 -9.5.
Screening O=C(NCCc1ccccc1)c1ccc(NCC2CCCO2)c([N+](=O)[O-])c1 (stereo not given) returned M. tuberculosis GlmU 0.5% and RmlCD inh 1536 -7.8.
`COc1cccc(-c2nc(CS(=O)CC(=O)O)c(C)o2)c1` (stereo not given) gave M. tuberculosis GlmU -5.5% and RmlCD inh 1536 -2.9.
For CCOC(=O)N1CCN(C2CC(=O)N(c3ccc(Cl)c(Cl)c3)C2=O)CC1 (stereo not given) the results were M. tuberculosis GlmU 1.1%.
Screening CC(C)c1ccc(N(CC(=O)NCCSC(C)(C)C)S(C)(=O)=O)cc1 returned M. tuberculosis GlmU 4.0% and RmlCD inh 1536 2.8.
CCCNC(=O)N1CCN(c2nc(C(C)C)c3c(c2C#N)CC(C)(C)OC3)CC1 was read as M. tuberculosis GlmU 8.2%.
Screening Cc1cccnc1-n1c(-c2ccccc2)nc2ccccc2c1=O returned M. tuberculosis GlmU 4.2%.
For COC(=O)c1ccc(NC(=O)C(=O)N2CCN(C(=S)Nc3ccc(OC)cc3)CC2)cc1 the results were M. tuberculosis GlmU -0.3%.
For Cc1ccc(/C(O)=C2/C(=O)C(=O)N(CCN3CCOCC3)C2c2ccccn2)cc1 (stereo not given) the results were M. tuberculosis GlmU 1.3% and RmlCD inh 1536 10.9.
For COc1ccc(-c2cc3nnc(-c4ccccc4)nc3s2)cc1 the results were RmlCD inh 1536 2.5.
For Cc1ccccc1N1CCN(Cc2nc(Cc3ccccc3)no2)CC1 the results were M. tuberculosis GlmU -0.8% and RmlCD inh 1536 -6.7.
Screening Cc1cc(F)ccc1NCc1ccc([N+](=O)[O-])cc1 returned M. tuberculosis GlmU 0.6% and RmlCD inh 1536 8.8.
Screening Nn1c(CN2CCCCC2)nc2ccccc2c1=O returned M. tuberculosis GlmU -0.2% and RmlCD inh 1536 6.2.
For CNC(=O)OCc1n(C)cc[n+]1C the results were M. tuberculosis GlmU 2.9% and RmlCD inh 1536 -9.9.
`COC(=O)c1c(N2C(=O)CC(Sc3ccccc3C(=O)O)C2=O)sc2c1CCCC2` (stereo not given) gave M. tuberculosis GlmU -5.0% and RmlCD inh 1536 -7.2.
`O=C(Nc1ccccc1C(=O)N1CCOCC1)c1ccc(F)cc1` gave M. tuberculosis GlmU 1.5%.
`CCOc1cc(-c2nc(-c3ccncc3)no2)cc(OCC)c1OCC` gave M. tuberculosis GlmU -3.0%.
For Cc1ccc(S(=O)(=O)NCc2ccc(C(=O)NCCCN3CCC(Cc4ccccc4)CC3)cc2)cc1 the results were M. tuberculosis GlmU -4.9% and RmlCD inh 1536 -3.9.
`Cc1sc2ncnc(Sc3ccccc3C(=O)Nc3ccc(C#N)cc3)c2c1C` gave M. tuberculosis GlmU 0.1% and RmlCD inh 1536 -26.0.
Screening COc1ccccc1NS(=O)(=O)c1cc(NC(=O)Nc2ccccc2)ccc1N1CCCCC1 returned M. tuberculosis GlmU -4.4% and RmlCD inh 1536 14.2.
Screening O=C(NCCO)c1cc2ccccc2cc1O returned M. tuberculosis GlmU -3.0%&-0.7% and RmlCD inh 1536 -2.8.
For Cc1cc2cc3c(cc2nc1SCC(=O)Nc1ccccc1)CCC3 the results were M. tuberculosis GlmU -1.6% and RmlCD inh 1536 -1.2.
`Cc1ccc(OCC(=O)N/N=C/c2cccn2C)cc1C` gave M. tuberculosis GlmU 2.5% and RmlCD inh 1536 2.5.

Of the compounds above, these have an aryl thioether with sulfur outside any ring:
For Cc1ccccc1-c1nnc(SCC(=O)Nc2cccc(C)c2C)o1 the results were M. tuberculosis GlmU 4.2% and RmlCD inh 1536 11.7.
`O=c1cc(O)nc(SC23CC4CC(CC(C4)C2)C3)[nH]1` gave M. tuberculosis GlmU -4.4% and RmlCD inh 1536 3.9.
`CN1CCN(c2ccc([N+](=O)[O-])c(SCCO)c2)CC1` gave M. tuberculosis GlmU 2.1% and RmlCD inh 1536 -1.9.
`O=C(CSc1nnc(-c2ccco2)n1CC1CCCO1)c1ccc(F)cc1` (stereo not given) gave M. tuberculosis GlmU 2.8% and RmlCD inh 1536 27.5.
COc1ccc(NC(=O)CSc2nnc(-c3cccnc3)n2Cc2ccco2)c(OC)c1 was read as M. tuberculosis GlmU 1.0% and RmlCD inh 1536 14.3.
`COC(=O)c1c(N2C(=O)CC(Sc3ccccc3C(=O)O)C2=O)sc2c1CCCC2` (stereo not given) gave M. tuberculosis GlmU -5.0% and RmlCD inh 1536 -7.2.
`Cc1sc2ncnc(Sc3ccccc3C(=O)Nc3ccc(C#N)cc3)c2c1C` gave M. tuberculosis GlmU 0.1% and RmlCD inh 1536 -26.0.
For Cc1cc2cc3c(cc2nc1SCC(=O)Nc1ccccc1)CCC3 the results were M. tuberculosis GlmU -1.6% and RmlCD inh 1536 -1.2.

Assay outcomes deposited in PubChem BioAssay by several laboratories.
